RmlCD inh 1536: M. tuberculosis RmlC/RmlD inhibition; P9WH09+P9WH11; RmlC+RmlD coupled enzyme assay, percent inhibition; primary screen in compound mixtures; inhibition, % at 3.6 µM; 0.03% of 160,000 active; AID 1533; in the data active = inhibition mostly above about 34%, no sharp cut-off; also: some results filed as inactive read as strong as hits
Target sequence (P9WH09 whole entry, looked up): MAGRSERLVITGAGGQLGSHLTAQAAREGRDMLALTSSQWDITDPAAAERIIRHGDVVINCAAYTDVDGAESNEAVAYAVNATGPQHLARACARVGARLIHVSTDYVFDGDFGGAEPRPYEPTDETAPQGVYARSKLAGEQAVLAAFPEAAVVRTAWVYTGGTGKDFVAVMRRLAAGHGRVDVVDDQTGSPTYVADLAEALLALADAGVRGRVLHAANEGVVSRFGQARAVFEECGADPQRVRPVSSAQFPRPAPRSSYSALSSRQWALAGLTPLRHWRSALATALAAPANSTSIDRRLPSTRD
Target sequence (P9WH11 whole entry, looked up): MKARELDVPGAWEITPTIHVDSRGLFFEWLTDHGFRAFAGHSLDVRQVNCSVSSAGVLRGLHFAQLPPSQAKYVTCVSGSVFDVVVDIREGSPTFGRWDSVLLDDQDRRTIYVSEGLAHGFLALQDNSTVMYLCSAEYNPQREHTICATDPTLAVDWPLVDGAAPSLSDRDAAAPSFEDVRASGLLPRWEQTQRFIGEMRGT
M. tuberculosis GlmU: inhibition of mycobacterial GlmU enzyme – biochemical, glucosamine-1-phosphate acetyltransferase (AID 1376); M. tuberculosis GlmU acetyltransferase enzyme assay; higher % means a stronger effect; inhibition, %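 (tested at 30 µM in the primary screen)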; hits with a dose series show IC50 in µM; 0.25% of 220,000 active; in the data active = inhibition above about 13%;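 also: 0% = complete reaction with vehicle and 100% = reaction without substrate; strong numbers were not always called active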
Starred values were filed as active, the others as inactive; nt = not tested or not shown; & = joins results of further samples.

#	Compound	RmlCD inh 1536	M. tuberculosis GlmU
1	CCOC(=O)N1CCC(NC(=O)c2cc(-c3ccc(F)cc3)[nH]c2C)CC1	-6.8	nt
2	Cc1ccsc1-c1n[nH]c(=S)n1C1CCCCC1	-4.7	3.2%
3	CC1(C)CC(=O)C(CC2C(=O)CC(C)(C)CC2=O)C(=O)C1	-37.0	2.9%
4	CCCCOc1ccccc1Cn1c(=O)oc2ccc(C)cc21	4.7	2.4%
5	Cc1ccc(C2CC(c3ccccc3)=NN2C(=S)Nc2ccccc2)o1 (stereo unspecified)	nt	-7.1%
6	CCCC(C)NC(=O)CSc1nc2ccc(C)cc2[nH]1 (stereo unspecified)	8.8	-0.9%
7	Cc1cc2ccccc2c(=O)n1CC(=O)NCc1ccco1	nt	-2.9%
8	CC1=C(C(=O)NCc2ccccc2)C(c2cccs2)NC(=S)N1 (stereo unspecified)	nt	0.8%
9	Cc1ccc(S(=O)(=O)NC2(C(F)(F)F)C(=O)Nc3c2c(=O)n(C)c(=O)n3C)cc1 (stereo unspecified)	-3.7	4.2%
10	CC1(CC(=O)N/N=C/c2ccc(-c3cccc(C(F)(F)F)c3)o2)OCCO1	-8.6	-3.6%
11	O=C(Cn1nnc2ccccc21)c1ccccc1	2.6	-1.0%
12	O=C(COC(=O)/C=C/c1ccc([N+](=O)[O-])cc1)NC(c1ccccc1)c1ccccc1	0.4	1.9%
13	COC(=O)c1sc2ccccc2c1NC(=O)c1ccc(S(=O)(=O)N2CCCC(C)C2)cc1 (stereo unspecified)	22.7	2.4%
14	COc1cccc(NC(=O)c2oc3ccc(S(=O)(=O)N4CCOCC4)cc3c2C)c1	-9.4	2.7%
15	Cc1ccc(C)c(N2CCN(C(=O)CCNC(=O)Cn3ccc4ccccc4c3=O)CC2)c1	-6.4	2.4%
16	CCC(C)NC(=O)C1CCN(S(=O)(=O)c2cccnc2)CC1 (stereo unspecified)	nt	2.0%
17	Cc1cc(C)cc(-n2c(SCC(=O)Nc3cccc(S(=O)(=O)NC4=NCCCCC4)c3)nc3ccccc3c2=O)c1	-6.0	-0.3%
18	CCc1nnc(SCc2ccc(C(=O)OC)o2)n1N	nt	1.2%
19	CCOC(=O)/C(C#N)=C/c1c[nH]c2ccccc12	3.1&1.9	-3.1%&2.6%
20	O=C(Nc1ccc(NC(=O)C2CCCCC2)cn1)c1ccco1	21.0	1.7%

The list goes on; it opens with the 3 that closed the last part.
#	Compound	RmlCD inh 1536	M. tuberculosis GlmU
18	CCc1nnc(SCc2ccc(C(=O)OC)o2)n1N	nt	1.2%
19	CCOC(=O)/C(C#N)=C/c1c[nH]c2ccccc12	3.1&1.9	-3.1%&2.6%
20	O=C(Nc1ccc(NC(=O)C2CCCCC2)cn1)c1ccco1	21.0	1.7%
21	Cc1ccc(Cn2ccc(NC(=O)c3noc4c3CCCC4)n2)cc1	nt	0.1%
22	COc1ccc2nc(/C=N/NC(=O)CCCCCNC(=O)OC(C)(C)C)ccc2c1	nt	-2.1%
23	Cn1cnnc1SCC(=O)Nc1cc(C(F)(F)F)ccc1N1CCOCC1	-12.0	0.7%
24	COc1ccc(OCC(=O)OC2CCN(C)CC2)cc1	nt	8.7%
25	NC(=O)Cc1nc(-c2ccc(Br)cc2)cs1	-14.7	6.0%
26	COCCNC(=O)COc1ccccc1C	-8.4	1.5%
27	CN(CC(=O)N1CCCCC1)S(=O)(=O)c1cccc2cccnc12	6.4	5.8%
28	O=C1OCCC1Sc1ncnc2sccc12 (stereo unspecified)	nt	1.7%
29	O=C(c1ccccn1)N1CCN(c2cccc(C(F)(F)F)c2)CC1	-8.0	4.1%
30	CN(C)/N=C/c1cc([N+](=O)[O-])ccc1O	2.9	-5.3%
31	O=C(O)c1cc2c(s1)-c1ccccc1CC2	-0.9	3.6%
32	O=C(CN1CCN(S(=O)(=O)c2ccccc2)CC1)Nc1ccc2c(c1)OCO2	-9.0	5.0%
33	COc1ccccc1NC(=O)COC(=O)C1CCN(/C=C/C(=O)C(F)(F)F)CC1	6.5	-4.3%
34	CCSc1nnc(NC(=O)C(NC(=O)c2ccc(Cl)cc2)C(C)C)s1 (stereo unspecified)	nt	4.7%
35	O=C1NC(=O)C2=Cc3ccc(O)cc3OC2(O)N1 (stereo unspecified)	-7.4	-3.7%
36	CC(=O)NC1=NN(C(C)=O)C(c2sccc2C)S1 (stereo unspecified)	-4.6	2.5%
37	CSc1ccc(NC(=O)Nc2ccc(C(=O)NCC(=O)O)cc2)cc1	-3.4	-2.3%
38	COc1ccc(-n2c(COc3ccc(Cl)cc3)nnc2SCc2ccc(C#N)cc2)cc1	-6.8	-2.4%
39	CS(=O)(=O)N(CC(=O)Nc1cccc(Cl)c1Cl)c1ccccc1	nt	-4.2%
40	CCOC(=O)c1cnc2ncnn2c1N	0.1	-1.8%
41	O=C(CCCN1C(=O)/C(=C/c2cccs2)SC1=S)Nc1ccc(C(=O)O)cc1	-2.4	4.2%
42	COc1cc(CNCc2ccco2)ccc1OCc1ccccc1	-6.1	6.6%
43	CC(OC(=O)c1nsc(Cl)c1Cl)C(=O)NCc1ccc2c(c1)OCO2 (stereo unspecified)	6.9	3.4%
44	O=C(/C=C/c1ccccc1)NNC(=O)c1cccs1	nt	-1.6%
45	Cc1cc(C)n(C(=O)CCCn2cc([N+](=O)[O-])cn2)n1	nt	-9.0%
46	Cc1cc(C(=O)N/N=C/c2cccc([N+](=O)[O-])c2)c2ccccc2n1	9.0	0.8%
47	Cc1ccc(C(=O)N2CCc3ccccc32)cc1	nt	-4.0%
48	O=[N+]([O-])/C(C(Cl)=C(Cl)Cl)=C(\Sc1ccccc1)N1CCCCC1	9.7	0.8%
49	O=C1N/C(=C/c2cccs2)C(=O)N1Cc1ccccc1F	6.5	-2.0%
50	CN(C)c1ccc(/C=N/n2cnn(Cc3ccccc3Cl)c2=S)cc1	5.1	8.8%
51	COc1cc(NC(=S)N2CCCCC2C)cc(OC)c1OC (stereo unspecified)	6.7	2.5%
52	Clc1ccc(-n2ncc3c(NCc4ccccn4)ncnc32)cc1	-3.3	5.8%
53	CCCSc1nsc(NC(=O)c2cccnc2OCC)n1	9.9	-4.6%
54	O=C(Cc1n[nH]c(=O)[nH]c1=O)N/N=C/c1cccc(Cl)c1	nt	-7.5%
55	CCN(CC)S(=O)(=O)c1ccc2oc(SCC3CN=C(c4ccc(OC)cc4)S3)nc2c1 (stereo unspecified)	nt	-2.9%
56	CCCCOc1ccc(C(CC(=O)NC)C(=O)O)cc1 (stereo unspecified)	-12.9	4.9%
57	CCOC(=O)C(C)(C)C(=O)C(C)(C)C(O)c1ccccn1 (stereo unspecified)	nt	3.5%
58	Cc1ccccc1C(=O)N1CCN=C1SCc1ccc([N+](=O)[O-])cc1	nt	2.9%
59	COc1ccc(CCC(=O)N(C)CC(=O)Nc2cc(C)ccc2C)cc1	-9.9	-0.3%
60	Brc1ccc(-c2c[n+]3c(n2-c2ccccc2)SCC3)cc1	-7.4	-1.2%

Some of these compounds in order of heavy-atom count, low to high.
#	Compound	RmlCD inh 1536	M. tuberculosis GlmU
20	O=C(Nc1ccc(NC(=O)C2CCCCC2)cn1)c1ccco1	21.0	1.7%
42	COc1cc(CNCc2ccco2)ccc1OCc1ccccc1	-6.1	6.6%
37	CSc1ccc(NC(=O)Nc2ccc(C(=O)NCC(=O)O)cc2)cc1	-3.4	-2.3%

Continued:
#	Compound	RmlCD inh 1536	M. tuberculosis GlmU
61	O=C(Nc1ccc(C(=O)O)cc1)/C(=C\c1cccc([N+](=O)[O-])c1)NC(=O)c1ccc(Br)o1	0.2	-0.8%
62	COc1ccc(C2c3c(ncn(CCCO)c3=N)Oc3ccc4ccccc4c32)cc1 (stereo unspecified)	-4.2	-10.3%
63	COc1ccc(S(=O)(=O)NCC(c2cccnc2)N2CCN(c3ccccc3)CC2)cc1C (stereo unspecified)	-9.7	nt
64	CCOc1ccc(NC2c3ccccc3C(=O)N2c2ccc(Cl)cn2)cc1 (stereo unspecified)	-2.3	-4.8%
65	Cc1cc(-c2n[nH]c(=S)n2-c2ccc(F)cc2)nn1C	2.7	-4.6%
66	CCOC(=O)c1c[nH]n2c(=O)cc(C)nc12	18.6	1.3%
67	CCC(=O)Nc1cnc(NC(=O)c2cccc(F)c2)cc1C	-7.1	4.6%
68	O=C(O)CCC(=O)N1CCN(c2ccccn2)CC1	1.2	nt
69	CCOc1cccc(-c2nn3c(-c4cc(C)[nH]n4)nnc3s2)c1	0.7	1.8%
70	COc1ccccc1NC(=O)Cn1nnc(-c2ccccc2NC(=O)c2ccco2)n1	nt	-3.4%
71	COc1ccc(NC(=O)CSc2nc3ccc(OC)cc3[nH]2)cc1	1.8	-2.4%
72	COc1ccc(-n2c(=O)[nH]c3ccccc3c2=O)cc1	-34.5	1.0%
73	O=C(CN1CCC(NC(=O)c2ccccc2)CC1)NCc1ccccc1F	2.9	nt
74	COc1ccc(CCNC(=O)c2ccc(-c3ccc([N+](=O)[O-])cc3Cl)o2)cc1OC	-5.0	3.7%
75	CC1=CN2C(=N)/C(=C\c3cn(CCCOc4ccccc4)c4ccccc34)C(=O)N=C2S1	6.7	2.4%
76	COc1ccc(/C=C(/NC(=O)c2ccco2)C(=O)N2CCc3ccccc32)cc1OC	9.9	-2.5%
77	O=C(NC1=NCCS1)c1cccs1	nt	-0.9%
78	N#C/C(=C/c1ccc(-c2cc(C(=O)O)cc(C(=O)O)c2)o1)c1nc2ccccc2s1	6.8	19.1µM*
79	CCNC(=O)n1nccc1C(C)Oc1ccc(Cl)cc1 (stereo unspecified)	-7.1	-2.5%
80	CCCNC(=O)Cc1ccsc1	-5.0	1.2%
81	Cc1ccc(/C(N)=N/OC(=O)/C=C/c2ccccc2)cc1	nt	3.0%
82	CCn1c(=O)cc(OCC(=O)NCCCN2CCN(c3cccc(Cl)c3)CC2)c2ccccc21	10.0	-0.3%&-5.0%
83	CC1CCCC(C)N1C(=O)CSc1nc(N)c(-c2ccccc2)c(=O)[nH]1 (stereo unspecified)	-7.2	5.2%
84	FC(F)(F)c1ccccc1/C=N/N1CCN(Cc2ccccc2)CC1	-8.1	4.7%
85	CC(C)n1c2ccccc2c2nnc(SCC(=O)OCN3C(=O)c4ccccc4C3=O)nc21	-7.0	-1.8%
86	O=C(NP(=O)(N1CCOCC1)N1CCOCC1)C1=C(N2CCOCC2)/C(=C\c2ccccc2)CC1	3.9	1.8%
87	CCCOC(=O)C(C)Sc1n[nH]c(=O)[nH]c1=O (stereo unspecified)	nt	4.6%
88	CCOC(=O)C1CCCN(CC(O)COc2ccc(OC)cc2C(C)(C)C)C1 (stereo unspecified)	-4.3	-0.9%
89	N#Cc1c(-c2ccccc2)c(-c2ccccc2)nn(CC(=O)NNC(=O)Nc2ccc(Cl)cc2)c1=O	-7.0	nt
90	CCN(CC)S(=O)(=O)c1cccc(C(=O)/C=C2/N(C)c3ccccc3C2(C)C)c1	6.5	-2.6%
91	Cc1cccc(C(=O)NC(=S)Nc2ccc3[nH]c(=O)[nH]c3c2)c1	nt	6.2%
92	Cn1ncc2c(NNC(=O)Cc3ccccc3)ncnc21	2.5	-4.6%
93	CC(C)(C)NC(=O)/C=C/c1cccs1	4.1	5.4%
94	O=C(NCC12CC3CC(CC(C3)C1)C2)c1cc2n(n1)C(C(F)(F)F)CC(c1ccco1)N2 (stereo unspecified)	7.2	nt
95	CCOC(=O)N1CCN(C(=O)CSCC(=O)Nc2nc(-c3ccc(OC)cc3)cs2)CC1	nt	4.5%
96	O=C(CSc1cccc[n+]1[O-])Nc1ccc(N2CCOCC2)cc1	6.5	-2.6%
97	NNC(=O)c1ccc(Cn2cc(Cl)cn2)o1	-6.4	nt
98	CCOC(=O)c1c(C)[nH]c(C(=O)COC(=O)C(C)N2C(=O)C3CCCCC3C2=O)c1C (stereo unspecified)	nt	0.6%
99	CCN(C(=O)c1ccc(Cl)c([N+](=O)[O-])c1)c1ccccc1	-12.9	-0.6%
100	Cc1nc(N)nc(Nc2ccc(Cl)cc2)c1Br	-0.7	5.9%
101	Cc1ncc(CN=Cc2ccc(Cl)cc2)c(N)n1	nt	1.5%
102	Cc1ccccc1CN1CCN(C(=O)Cc2ccccc2)CC1	8.7	1.1%
103	C=CCNC(=O)c1cc(Cl)cc(Cl)c1	nt	-0.8%
104	Cc1cccc(NC(=O)/C=C/c2ccc(Cl)cc2)n1	nt	-3.4%
105	COc1ccc(CSc2nncn2C)cc1[N+](=O)[O-]	1.5	2.4%
106	COc1ccc(Nc2oc(-c3ccc(F)cc3)nc2C#N)cc1	12.9	-3.4%
107	CCc1nnc(NS(=O)(=O)c2ccc(N/C=C\C(=O)c3ccc(F)cc3)cc2)s1	nt	3.3%
108	CCN(C(=O)CSc1ccc2ccccc2c1)C1CCS(=O)(=O)C1 (stereo unspecified)	11.4	4.7%
109	COC(=O)c1ccccc1N=Nc1c(C)n[nH]c1C	nt	8.4%
110	CCOC(=O)c1c(C)[nH]c(C(=O)NNC(=O)c2ccc(C(C)(C)C)cc2)c1C	4.4	-3.9%
111	O=C(CN1CCCCCC1)Nc1ccc(F)c(F)c1	nt	-3.2%
112	CCC(C)c1ccc2oc(-c3ccc(NC(=O)c4ncn[nH]4)cc3)nc2c1 (stereo unspecified)	nt	0.7%
113	COC(=O)c1cc2c(s1)-c1cc(F)ccc1OC2	13.5	-2.2%
114	COc1ccc(-n2c(O)c(/C=C/C=Nc3ccccc3)c(=O)[nH]c2=O)cc1	4.6	-1.4%
115	CCOc1ccc(C(C)NC(=O)Cc2ccccc2F)cc1OCC (stereo unspecified)	-11.9	-0.2%
116	O=[N+]([O-])c1ccccc1Sc1nccn1Cc1ccccc1	-5.9	-1.4%
117	COc1ccc(C(=O)C2CN(C)CC2c2ccc(Cl)cc2)cc1 (stereo unspecified)	2.6	-6.1%
118	Cc1ccc(Oc2nc3ccccn3c(=O)c2/C=C(\C#N)C(=O)Nc2c(C)n(C)n(-c3ccccc3)c2=O)cc1	10.6	-5.8%

A portion of the library; count on the stated rates, not on these rows.
